TDP-43 yeast inh: TDP-43 toxicity inhibition in yeast; actives 1.8% (n = 410,000); Potency, µM (doses to about 46.1 µM), inactives show at the highest dose growth rescue (activation), most hits filed as activators; TDP-43 expressing yeast growth rescue, BacTiter-Glo, 24 h; note: % of control where 0% means no effect; nearly all actives have a fitted effect of over 50% in size
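Growth rescue of TDP-43-toxic yeast measured as ATP luminescence (BacTiter-Glo). Cells grown to mid-log in raffinose, induced in galactose at OD600=0.02, exposed to compound 24 hr at 30 deg C.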
EPAC1 ag: activates human EPAC1 exchange factor; O95398; EPAC1 agonist qHTS, biochemical assay; response scale: 100% = response to 6.5 mM cAMP; Potency, µM (highest dose often 154 µM), without a hit: at the top dose activation, most hits filed as activators; actives 0.073% (n = 360,000); note: nearly all actives have a fitted effect of over 60% in size
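Nucleotide exchange by EPAC1 (100 nM) on Rap1B–BODIPY-GDP (250 nM) in the presence of 50 uM GDP is tracked fluorescently at 480/540 nm over 30 min. Signals are normalized to a 6.5 mM cAMP control.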
FUS yeast rescue: FUS proteinopathy suppression in yeast. Potency, µM (doses to about 76.6 µM), inactives show at the top dose growth rescue (activation), actives largely listed as activators. S. cerevisiae FUS-expressing, growth rescue, OD600, 24 h. actives 0.24% (n = 390,000);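 note: plate controls were DMSO vehicle for no effect and reference control for full effect; nearly all actives have a fitted effect of over 55% in size; some results filed as inactive show a strong effect at the top dose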
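Galactose (2%) drives FUS expression in yeast precultured in raffinose; seeding density OD 0.005. Test compounds incubated 24hr at 30C and 99% humidity before absorbance at 600 nm was measured.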
EPAC2 agonist: activates human EPAC2 exchange factor; EPAC2 activation, biochemical qHTS; response scale: 100% = 6.5 mM cAMP response; Potency, µM (series often up to 154 µM), for inactives: at the top dose activation, most hits filed as activators; actives 0.079% (n = 360,000); note: nearly all actives have a fitted effect of over 50% in size
Target sequence (Q8WZA2 whole entry, looked up): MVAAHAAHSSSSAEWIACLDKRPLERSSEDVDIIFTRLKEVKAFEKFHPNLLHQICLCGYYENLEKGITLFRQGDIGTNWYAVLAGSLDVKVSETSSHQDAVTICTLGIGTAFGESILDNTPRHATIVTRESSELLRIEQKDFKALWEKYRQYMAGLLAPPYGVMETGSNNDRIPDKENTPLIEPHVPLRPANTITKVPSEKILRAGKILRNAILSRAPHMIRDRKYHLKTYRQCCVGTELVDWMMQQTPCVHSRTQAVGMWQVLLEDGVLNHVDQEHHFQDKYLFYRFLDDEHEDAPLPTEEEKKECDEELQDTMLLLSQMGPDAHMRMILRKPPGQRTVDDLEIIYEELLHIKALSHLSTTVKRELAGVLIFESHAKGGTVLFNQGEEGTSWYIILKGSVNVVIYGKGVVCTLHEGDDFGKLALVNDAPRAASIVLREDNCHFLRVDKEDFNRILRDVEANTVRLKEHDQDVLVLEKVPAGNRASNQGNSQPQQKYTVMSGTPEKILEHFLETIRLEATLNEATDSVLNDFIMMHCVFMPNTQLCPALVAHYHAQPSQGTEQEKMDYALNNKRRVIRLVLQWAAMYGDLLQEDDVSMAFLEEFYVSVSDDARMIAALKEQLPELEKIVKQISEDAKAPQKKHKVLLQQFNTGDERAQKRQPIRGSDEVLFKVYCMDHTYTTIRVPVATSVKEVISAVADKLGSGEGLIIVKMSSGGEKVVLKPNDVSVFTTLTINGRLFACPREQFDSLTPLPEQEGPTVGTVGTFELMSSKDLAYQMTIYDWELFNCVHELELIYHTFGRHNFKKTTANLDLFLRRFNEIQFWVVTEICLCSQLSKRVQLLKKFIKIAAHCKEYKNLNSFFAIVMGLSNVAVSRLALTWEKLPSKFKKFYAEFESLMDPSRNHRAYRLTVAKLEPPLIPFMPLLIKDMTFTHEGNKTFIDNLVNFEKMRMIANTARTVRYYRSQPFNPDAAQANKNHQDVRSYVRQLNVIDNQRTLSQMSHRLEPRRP
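Compounds were titrated in qHTS against a Rap1B-BODIPY-GDP (250 nM) complex with EPAC2 (100 nM) and GDP (50 uM). BODIPY-GDP release tracked at 480/540 nm over 30 min at room temperature, normalized to 6.5 mM cAMP.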
aSyn yeast inh: inhibitors of alpha-synuclein toxicity in yeast | Yeast expressing alpha-synuclein, growth rescue, BacTiter-Glo, 24 h | Potency, µM (highest dose often 46.1 µM), inactives show at the top dose growth rescue (activation), most hits filed as activators | actives 0.14% (n = 370,000) | AID 652106; note: % of control where 0% means no effect; nearly all actives have a fitted effect of over 65% in size
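Galactose-induced alpha-syn yeast (OD600=0.02, raffinose-pregrown) + pinned cpd, 24 hr, 30 deg C; growth by BacTiter-Glo luminescence. Growth restoration scores as activation.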
EPAC1 antagonist: antagonists of human EPAC1; O95398; EPAC1 GEF assay, Rap1b-BODIPY-GDP exchange fluorescence; Potency, µM (top dose mostly 115 µM), for the others: at the highest dose activity change, negative = inhibition, hits mostly inhibitors; actives 0.14% (n = 360,000); AID 720709;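 note: plate controls were vehicle for no effect and positive control for full effect; nearly all actives have a fitted effect of over 50% in size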
PTHR1 ag: PTHR1 (human) receptor agonism. HEK293 GP2 PTHR1 cells, GloSensor cAMP luminescence, 1 h. Q03431. Potency, µM (highest dose often 115 µM), without a hit: at the highest dose activation, hits mostly activators. actives 0.075% (n = 410,000); note: nearly all actives have a fitted effect of over 55% in size; some results filed as inactive show a strong effect at the top dose; inactives centre near -15; many of its hits are not listed in these tables
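HEK-293-derived GP2 cells expressing PTHR1 and a GloSensor cAMP reporter, 3,000/well, plated overnight, given luciferin plus IBMX (each 0.5 mM as added) for 1 h at 37 °C, then compound for 1 h at 37 °C. Luminescence was read after 15 min at room temperature.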
EPAC2 antag: EPAC2 (human) antagonism; Q8WZA2; EPAC2 GEF exchange of Rap1B-BODIPY-GDP, fluorescence; Potency, µM (top dose mostly 114 µM), for inactives: top-dose activity, negative = inhibition, most hits filed as inhibitors; actives 0.18% (n = 360,000); AID 720708; note: % is set by controls: 0 for no effect and ±100 for the full control effect; nearly all actives have a fitted effect of over 45% in size; many of its hits are not listed in these tables
An asterisk follows results filed as active; i = inactive; ? = inconclusive; · = no result given; & = joins results of further samples; [ ] = remark or other dose. Calls come from the whole dose curve; as a rule, active = well fitted curve in the direction sought with a large enough effect; inconclusive = small, poorly fitted or top-dose-only effect, or another doubt; inactive = no such curve, though single readings can be large; an effect the other way counts as inactive or inconclusive. Potency is the fitted concentration of half-maximal effect. A portion of the library (hit frequency here may not be typical).

SMILES	EPAC1 ag	EPAC2 agonist	FUS yeast rescue	TDP-43 yeast inh	aSyn yeast inh	PTHR1 ag	EPAC1 antagonist	EPAC2 antag
Cc1ccc(-c2nc3ccc(Cl)cn3c2CC(C)(C)C)cc1	-22%	4%	-5%	-5%	-4%	-31%[inhibitor]	-17%	-13%
Fc1c(F)c(F)c(CSc2nc3ccccc3[nH]2)c(F)c1F	7%	-1%	7%	11µM*	-11%	i	-10%	-3%
COc1ccc(C(=O)Cn2c(NCCO)nc3ccccc32)cc1OC	10%	1%	15%	-14%	-3%	-7%[57.5 µM]	5%	-2%
COc1ccc(C(=O)NCCS(=O)(=O)NCc2ccccc2OC)cc1	3%	5%	-3%	-8%	0%	i	0%	1%
O=C(Nc1ccc(C(=O)N2CCOCC2)cc1)c1cccc([N+](=O)[O-])c1	-5%	11%	19%	-12%	-7%	-45%[inhibitor]	?	-6%
COc1ccc(C(CNC(=O)c2cc(F)c(F)c(F)c2F)N2CCOCC2)cc1 (centres undefined)	2%	5%	12%	-15%[9.22 µM]	-2%	i	10%	-11%
O=C(CNC(=O)c1ccc(Cl)cc1Cl)OCCOc1ccccc1	4%	3%	-13%	0%	1%	-1%	5%	-3%
C#Cc1cccc(C(=O)N(Cc2cccnc2)CC2CCCN(C3CCCCC3)C2)c1 (centres undefined)	-1%	0%	-22%	18%	0%	i	21%	-9%
Cc1cc(C)cc(NS(=O)(=O)c2ccc(NC(=S)NC(=O)c3ccc(Br)o3)cc2)c1	-8%	-1%	4%	14%	3%	-20%	-9%	-7%
COc1c(C)cc(C(O)c2ncc(-c3cccc4ccccc34)[nH]2)cc1C (centres undefined)	-1%	0%	-4%	5%	2%	-18%	-3%	-3%
O=C(O)Cc1ccc(NC(=O)c2cccc(NC(=O)c3ccco3)c2)cc1	7%	7%	28%	-4%	0%	?	-3%	4%
Cc1cc(C)nc(NNC(=O)c2ccccc2O)n1	0%	1%	-4%	-16%	-5%	i	?	8%

Filtered by structure: the entries above containing an NH in an aromatic ring
SMILES	EPAC1 ag	EPAC2 agonist	FUS yeast rescue	TDP-43 yeast inh	aSyn yeast inh	PTHR1 ag	EPAC1 antagonist	EPAC2 antag
Fc1c(F)c(F)c(CSc2nc3ccccc3[nH]2)c(F)c1F	7%	-1%	7%	11µM*	-11%	i	-10%	-3%
COc1c(C)cc(C(O)c2ncc(-c3cccc4ccccc34)[nH]2)cc1C (centres undefined)	-1%	0%	-4%	5%	2%	-18%	-3%	-3%

(list continues)
SMILES	EPAC1 ag	EPAC2 agonist	FUS yeast rescue	TDP-43 yeast inh	aSyn yeast inh	PTHR1 ag	EPAC1 antagonist	EPAC2 antag
CCn1cc(C(=O)N[C@H](C(=O)O)C(C)C)c(=O)c2cc3c(cc21)OCO3	0%	9%	-32%	8%	-3%	-20%	6%	3%
CCOc1cccc(CN(C)CC2CCCN(CCc3ccc(Cl)cc3)C2)c1O (centres undefined)	1%	3%	?	-2%	5%	-12%	-20%	-7%
O=C(NCc1cccc(CNC(=O)C(=O)NCC2CCCO2)c1)C(=O)NCC1CCCO1 (centres undefined)	-3%	8%	1%	2%	5%	-11%	-8%	1%
CCOC(=O)C1(O)CSc2nc3sc(C(=O)O)c(C)c3c(=O)n21 (centres undefined)	3%	11%	15%	-8%	0%	i	-15%	2%
O=C1CC(N(C(=O)c2ccco2)c2cccc(Cl)c2)C(=O)N1c1cccc(Cl)c1 (centres undefined)	12%	12%	12%	-8%	2%	-25%	3%	-1%
C=CCn1c(CC(=O)Nc2ccc(C)cc2C)nnc1SCC(=O)N1CCOCC1	0%	2%	20%	-6%	-7%	-19%	6%	1%
O=C(NC1CCCc2c1cnn2-c1ccc(F)cc1F)c1ccccn1 (centres undefined)	-4%	-1%	10%	1%	0%	-21%	-14%	13%
S=C(Nc1ccc(Cl)cc1)NC1CCCCC1	-9%	14%	-13%	29%	-3%	-13%	17%	-9%
CC1CCCN(C(=O)Cn2c(=O)oc3cc(S(=O)(=O)N4CCCCC4C)ccc32)C1 (centres undefined)	-8%	10%	-12%	5%	-7%	i	9%	10%
CCCCOc1ccc(NC(=O)Cn2c(=O)ccc3c(C)cc(C)nc32)cc1	5%	-24%	16%	-3%	-2%	-9%[57.5 µM]	-3%	-1%
OC1CCCN(Cc2nc(Cc3ccccc3Cl)no2)C1 (centres undefined)	7%	4%	-8%	4%	-4%	19%	13%	1%
COc1ccccc1C(CNC(=O)c1ccc(-c2ccccc2Cl)o1)N1CCCC1 (centres undefined)	-7%	5%	18%	-5%	2%	-25%	-13%	-6%
O=C1CSC(=Nc2cccc([N+](=O)[O-])c2)N1	-2%	4%	-8%	2%	0%	0%	-2%	0%
Cc1onc(-c2ccccc2Cl)c1C(=O)OCC(=O)c1ccc2c(c1)OCCO2	12%	11%	·	·	·	-24%[57.5 µM]	-4%	4%
C=CCC1S/C(=N/N=C/c2cccs2)NC1=O (centres undefined)	13%	6%	-28%	29%	-15%	-10%	1%	2%
N#CC1=C(S)N(c2ccccc2)C(c2ccc(-c3cccc(Cl)c3)o2)NC1=O (centres undefined)	-12%	-4%	8%	?	11%	-17%	-11%	-11%[57.1 µM]
O=C1CCc2cc(S(=O)(=O)NCc3ccccc3Cl)ccc2N1	7%	3%	·	5%	-4%	-30%	3%	11%
CSc1nc(-c2ccccc2)nc(N2CCOCC2)c1C(C)=O	5%	9%	20%	?	-1%	-16%	-1%	-21%
CCOc1ccc(OCc2ccc(C(=O)NC(C)C)o2)cc1	-1%	4%	?	13%	-15%	-62%[inhibitor]	-15%	2%
C[C@@H]1CN([C@H](C)CO)C(=O)c2cc(NC(=O)Cc3cn(C)c4ccccc34)ccc2O[C@H]1CN(C)S(=O)(=O)c1ccc(F)cc1	-1%	2%	?	0%	-2%	0%	-9%	-7%
Cn1c(=O)c(=O)n(C)c2cc(S(=O)(=O)CCC(=O)Nc3cccc(C(F)(F)F)c3)ccc21	4%	0%	-9%&-25%	17%&-3%	-5%	?	-12%	-2%
COc1ccccc1/C=C(/C#N)C(=O)O	-9%	-2%	-25%	-1%	1%	-7%	-12%	6%
Cc1[nH]nc2c1/C(=N/O)CC(c1ccccc1)C2 (centres undefined)	-3%	4%	-13%	10%	·	-11%	-2%	6%
COc1ccccc1C(=O)N/N=C(\C)CC(=O)Nc1ccc(Cl)cn1	-1%	6%	-3%	1%	2%	i	-5%	0%
CCCS(=O)(=O)NC(=O)C1(C)CCCN(C(=O)c2cc(C(C)(C)C)nn2C)C1 (centres undefined)	16%	6%	10%	11%	5%	i	-2%	-2%
CCCCN(C(=O)c1ccc(-c2ccc(Cl)cc2)o1)c1c(N)n(CCCC)c(=O)[nH]c1=O	-11%	-8%	-15%	13%	-4%	-13%	-33%	1%
CCN(CC)C(=O)c1ccc2nc([C@H]3C[C@H](O)[C@@H](CO)O3)[nH]c2c1	-3%	9%	-22%	-14%	-3%	26%	-9%	-6%
CCC1CCCCN1Cc1nc2c(c(=O)n(C)c(=O)n2C)n1Cc1ccccc1 (centres undefined)	16%	1%	-33%	8%	2%	-38%[inhibitor]	2%	-9%
CS(=O)(=O)N1CCn2c1nc1ccccc12	-6%	-4%	-5%	-16%	2%	-15%	-5%	9%
Cc1ccccc1CN1C[C@@H]2C[C@@H](c3cn[nH]c3-c3ccccc3)N3CCC[C@@]23C1=O	-3%	2%	-8%	15%	-1%	-20%	?	0%
O=C(CCC(=O)c1cccs1)OCc1nnc(-c2ccccc2)o1	-5%	-5%	7%	3%	-3%	i	0%	3%
COc1ccc(CCNC(=O)c2cc(S(=O)(=O)N3CCC4(CC3)OCCO4)ccc2F)cc1OC	5%	-4%	9%	-6%[1.82 µM]	3%	i	-17%	1%
CCN(CC)S(=O)(=O)c1cc(C(=O)N2CCc3ccccc32)ccc1Cl	23%	20%	23%	6%	10%	-44%[inhibitor]	-22%	-11%
Cc1ccc(C(=O)OCC(=O)NCc2cccs2)s1	11%	14%	13%	-19%	0%	-2%	-11%	13%
Cn1nnnc1SCC(=O)N1CCN(c2ccccc2)CC1	-2%	5%	5%	-18%	-1%	22%[57.5 µM]	-8%	-1%
CNc1nnc(SCC(=O)c2c(N)n(C3CC3)c(=O)[nH]c2=O)s1	5%	5%	17%	-22%	-2%	3%	-11%	1%

Three of the entries above in order of the EPAC1 antagonist value, falling:
Structure	EPAC1 antagonist
C#Cc1cccc(C(=O)N(Cc2cccnc2)CC2CCCN(C3CCCCC3)C2)c1 (centres undefined)	21%
C[C@@H]1CN([C@H](C)CO)C(=O)c2cc(NC(=O)Cc3cn(C)c4ccccc34)ccc2O[C@H]1CN(C)S(=O)(=O)c1ccc(F)cc1	-9%
CCOc1ccc(OCc2ccc(C(=O)NC(C)C)o2)cc1	-15%

New compounds follow.
SMILES	EPAC1 ag	EPAC2 agonist	FUS yeast rescue	TDP-43 yeast inh	aSyn yeast inh	PTHR1 ag	EPAC1 antagonist	EPAC2 antag
CCOC(=O)C1=C(C)N=C2SC=C(C)N2C1c1ccc(OC)cc1 (centres undefined)	-12%	-8%	8%	-5%	3%	-17%	-3%	?
Cc1ccccc1C(=O)Nc1ccc(S(=O)(=O)N2CCCC2)cc1	-6%	6%	21%	26%	9%	i	?	-8%
CC(C)(C)c1ccc(-c2nnc(-c3ccccc3NC(=O)c3cccc(C(F)(F)F)c3)o2)cc1	·	·	-17%	11%	0%	-19%	·	·
Cc1cccc(C(=O)NCCC(=O)Nc2ccc(C)c(F)c2)c1	-5%	-5%	-8%	1%	1%	-8%	?	-30%
COc1cccc(Cn2c(C(C)n3c(C)nc4ccccc43)nc3ccccc32)c1 (centres undefined)	5%	5%	8%	19%	5%	-12%	3%	-7%
O=C(NCCc1ccccn1)c1ccc(OC2CCN(CCc3ccccc3)CC2)cc1	16%	5%	-4%	-5%	-2%	-27%	-12%	-9%
O=C(CN1C(=O)NC2(CCCC2)C1=O)OCc1ccccc1	10%	7%	-13%	20%	-5%	-17%	-12%	-10%
CN1CCN(c2nc3c(c(=O)n(C)c(=O)n3C)n2CCSc2nc3ccccc3s2)CC1	-6%	8%	-14%	15%	-6%	-21%	-3%	3%
COC(=O)/C(=C\c1ccc(O)cc1)c1nc2ccccc2[nH]1	10%	6%	-32%	7%	-11%	-18%	-15%	14%
O=C(c1[nH]c(C(F)(F)F)nc1-c1ccccc1)N1CCN(c2cccc(C(F)(F)F)n2)CC1	-13%	2%	22%	8%	-1%	19%	-1%	-14%

Assay outcomes as filed in PubChem BioAssay.
